ssDAF-12 act: activators of S. stercoralis DAF-12 nuclear receptor; HEK293 ssDAF-12/GRIP1 lit1-tk-luc reporter, luminescence; % of 3 µM dafachronic acid response; hit rate 1% among 370,000; activation, % at 6.8 µM;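 active = activation above the mean over all tested compounds plus 3 SD, cut at about 0.9% in these data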;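 also: 0% = DMSO-only wells and 100% = 3 µM delta7-dafachronic acid wells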
SMARCA2 activ: SMARCA2 function activation, primary screen | MG213 cells, MMTV-luciferase reporter, dexamethasone, overnight | activation, % at 9.1 µM | hit rate 1% among 370,000 | AID 652017; in the data active = activation above about 7.8%;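 also: 0% = vehicle wells and 100% = reference activator wells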
GAA850 FXN act: activators of GAA850 frataxin (FXN) promoter; HEK293 lucGAA850 FXN promoter luciferase reporter, 24 h; percent of 10 µM SAHA response; activation, % at 6 µM; hit rate 0.56% among 360,000; AID 540364;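 active = activation above the average of all compounds screened plus 3 SD, cutoff fixed separately per campaign, cut at about 7.5% in these data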;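 also: 0% = DMSO wells and 100% = 10 µM SAHA wells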
hgDAF-12 ag: agonists of H. glycines DAF-12 nuclear receptor. hit rate 1.8% among 370,000. AID 687014. HEK293 GAL4-hgDAF12 UAS-luciferase reporter, agonist luminescence; normalized to butyrate control. activation, % at 6.8 µM;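 active = activation above a cutoff set at the mean of all screened compounds plus 3 SD, cut at about 10% in these data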;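 also: 0% = DMSO wells and 100% = sodium butyrate wells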
DAX1 inh-1: NR0B1 (DAX1) inhibition | inhibition, % at 6.75 µM | AID 504766 | hit rate 0.99% among 340,000 | HEK293 Gal4-DAX1 luciferase reporter, luminescence | P51843;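 active = inhibition above the mean over all tested compounds plus 3 SD, cut at about 4.2% in these data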;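 also: 0% = DAX1-transfected cells with DMSO and 100% = empty-vector control cells with DMSO; inhibition shows as a rise in luminescence from relieved DAX1 repression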
Target sequence (P51843 207-470 limits assumed): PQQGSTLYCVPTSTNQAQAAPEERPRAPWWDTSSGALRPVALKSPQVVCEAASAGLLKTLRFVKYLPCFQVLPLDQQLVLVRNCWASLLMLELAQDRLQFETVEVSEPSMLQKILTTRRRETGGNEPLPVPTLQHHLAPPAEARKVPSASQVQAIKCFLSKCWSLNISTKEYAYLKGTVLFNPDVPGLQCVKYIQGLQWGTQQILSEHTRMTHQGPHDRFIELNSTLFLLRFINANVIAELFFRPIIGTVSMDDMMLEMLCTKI
ADAM17 inh: inhibitors of human ADAM17 | P78536 | recombinant ADAM17, EDANS/DABCYL FRET peptide cleavage | inhibition, % at 6.95 µM | hit rate 0.83% among 370,000 | AID 720648;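 active = inhibition above the mean of compounds lying between control limits plus 3 SD, set per campaign, cut at about 8.5% in these data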;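 also: 0% = DMSO-only wells as the low control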
Target sequence (P78536 215-824 limits assumed): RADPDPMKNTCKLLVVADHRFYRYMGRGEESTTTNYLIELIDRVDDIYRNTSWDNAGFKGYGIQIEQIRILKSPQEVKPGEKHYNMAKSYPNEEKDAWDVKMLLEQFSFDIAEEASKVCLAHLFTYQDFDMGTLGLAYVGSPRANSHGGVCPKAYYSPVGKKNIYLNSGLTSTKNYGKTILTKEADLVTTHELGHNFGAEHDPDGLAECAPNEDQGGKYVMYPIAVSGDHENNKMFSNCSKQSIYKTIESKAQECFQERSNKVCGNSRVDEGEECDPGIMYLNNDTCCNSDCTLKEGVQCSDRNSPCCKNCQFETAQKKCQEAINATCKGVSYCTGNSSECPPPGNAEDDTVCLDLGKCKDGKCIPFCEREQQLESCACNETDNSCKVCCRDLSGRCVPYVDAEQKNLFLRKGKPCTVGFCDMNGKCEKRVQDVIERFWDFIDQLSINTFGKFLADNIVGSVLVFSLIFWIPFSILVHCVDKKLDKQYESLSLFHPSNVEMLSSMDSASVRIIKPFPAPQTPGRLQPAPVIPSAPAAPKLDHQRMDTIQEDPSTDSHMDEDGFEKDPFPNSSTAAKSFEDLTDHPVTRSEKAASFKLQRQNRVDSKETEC
ADAM10 inh: ADAM10 inhibition, QFRET primary screen; O14672; recombinant ADAM10, EDANS/DABCYL FRET peptide cleavage, 3 h; inhibition, % at 7 µM; AID 720582; hit rate 0.62% among 370,000;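 active = inhibition above a per-campaign cutoff equal to the mean of compounds falling between control-based bounds plus 3 SD, cut at about 20% in these data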;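 also: 0% = DMSO wells while the 100% control is not disclosed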
PG9 binder: small molecules binding HIV-1 gp120 antibody PG9. TR-FRET gp120-PG9 antibody binding. inhibition, % at 6.7 µM. hit rate 0.43% among 360,000. AID 624416; in the data active = inhibition above about 8.5%
GC-A act: GC-A (human) enzyme activation. hit rate 0.14% among 370,000. activation, % at 10 µM. AID 1671463. HEK293 GC-A cells, cGMP TR-FRET, EC30 ANP; 0% at EC30 ANP, 100% saturating ANP. P16066; in the data active = activation above about 40%
DAX1 inh-2: inhibitors of DAX1 repression of SF-1 activated StAR promoter; HEK293T StAR-luciferase reporter, SF-1/DAX-1 repression relief; inhibition, % at 6.8 µM; hit rate 1.1% among 370,000; AID 652010;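 active = inhibition above the mean over all tested compounds plus 3 SD, cut at about 3.6% in these data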;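 also: 0% = DAX-1 cells with DMSO and 100% = cells lacking DAX-1 with DMSO; higher inhibition means more luminescence from relief of DAX-1 repression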
hcDAF12 agonist: activators of H. contortus DAF-12 nuclear receptor. HEK293 hcDAF-12 lit1-tk-luc reporter, luminescence; 0% DMSO, 100% Δ7-dafachronic acid. AID 652067. activation, % at 6.8 µM. hit rate 1.4% among 370,000;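 active = activation above the mean of all tested compounds plus 3 SD, cut at about 5.5% in these data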;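 also: 100% = response to 3 µM Δ7-dafachronic acid high control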
The depositor's hits bear a star.

For Cc1ccc(NC(=O)CN2C(=O)NC(C)(CCc3ccccc3)C2=O)cc1 (stereo not given) the results were ssDAF-12 act -1.9, SMARCA2 activ -0.8, GAA850 FXN act -1.8, hgDAF-12 ag 3.8, DAX1 inh-1 -0.1, ADAM17 inh -3.5, ADAM10 inh 1.6, PG9 binder -1.8, GC-A act 4.3, DAX1 inh-2 -2.1 and hcDAF12 agonist 0.3.
For O=C(Nc1ccccc1C(=O)N1CCCCC1)NC1CCCCC1 the results were ssDAF-12 act -1.7, SMARCA2 activ -2.4, GAA850 FXN act -0.9, hgDAF-12 ag -2.0, DAX1 inh-1 -0.8, ADAM17 inh -2.0, ADAM10 inh 3.9, PG9 binder 0.0, GC-A act -0.7, DAX1 inh-2 -0.4 and hcDAF12 agonist 0.7.
O=C(Nc1cccc(-c2ccc(N3CCOCC3)nn2)c1)c1ccccc1Cl was read as ssDAF-12 act -0.2, SMARCA2 activ 10.7*, GAA850 FXN act 3.0, hgDAF-12 ag 6.1, DAX1 inh-1 -0.4, ADAM17 inh -2.9, ADAM10 inh -11.4, PG9 binder -1.4, GC-A act 4.7, DAX1 inh-2 5.2* and hcDAF12 agonist 1.4.
For CN(/N=C/c1ccc(Cl)cc1)c1ncc(Cl)cc1C(F)(F)F the results were ssDAF-12 act -0.3, SMARCA2 activ -6.0, GAA850 FXN act -0.1, hgDAF-12 ag 2.4, DAX1 inh-1 -0.9, ADAM17 inh -5.5, ADAM10 inh -15.4, PG9 binder 0.0, GC-A act -8.8, DAX1 inh-2 -0.1 and hcDAF12 agonist -0.1.
For C[C@H](CO)N1C[C@H](C)[C@@H](CN(C)Cc2ccccc2)Oc2c(NS(=O)(=O)c3cn(C)cn3)cccc2C1=O the results were ssDAF-12 act -1.2, SMARCA2 activ 1.0, GAA850 FXN act 0.0, hgDAF-12 ag -0.4, DAX1 inh-1 0.3, ADAM17 inh -1.9, ADAM10 inh 2.4, PG9 binder 0.3, GC-A act 1.5, DAX1 inh-2 -0.5 and hcDAF12 agonist -0.2.
`COc1ccc(Cn2cccc(NC(=O)Nc3ccc(C#N)cc3)c2=O)cc1` gave ssDAF-12 act -1.0, SMARCA2 activ -4.8, GAA850 FXN act -3.1, hgDAF-12 ag -0.3, DAX1 inh-1 0.4, ADAM17 inh -2.3, ADAM10 inh -1.2, PG9 binder 2.2, GC-A act 0.1, DAX1 inh-2 -1.3 and hcDAF12 agonist -1.3.
`Cc1ccc(/C=C/c2nc3ccccc3[nH]2)o1` gave ssDAF-12 act 0.0, SMARCA2 activ 6.7, GAA850 FXN act 8.9*, hgDAF-12 ag 7.7, DAX1 inh-1 0.9, ADAM17 inh -55.3, ADAM10 inh -158.1, PG9 binder -2.8, GC-A act 4.9, DAX1 inh-2 2.0 and hcDAF12 agonist 8.3*.
CC1CC(C)CN(S(=O)(=O)N2CCC(C(=O)NCCc3ccccc3)CC2)C1 (stereo not given) was read as ssDAF-12 act -1.1, SMARCA2 activ -4.0, GAA850 FXN act 1.2, hgDAF-12 ag -1.3, DAX1 inh-1 3.1, ADAM17 inh -3.9, ADAM10 inh 9.0, PG9 binder 1.7, GC-A act -0.3, DAX1 inh-2 -0.2 and hcDAF12 agonist -2.6.
`COc1ccc(S(=O)(=O)Nc2cccnc2)c(Cl)c1Cl` gave ssDAF-12 act -1.6, SMARCA2 activ -3.7, GAA850 FXN act 1.4, hgDAF-12 ag -1.1, DAX1 inh-1 -0.5, ADAM17 inh -2.9, ADAM10 inh -1.4, PG9 binder -2.7, GC-A act 0.4, DAX1 inh-2 -0.2 and hcDAF12 agonist 0.2.
For Cc1ccc(NC(=O)CS(=O)CC(=O)Nc2ccccc2-c2ccc(C)o2)cc1 (stereo not given) the results were ssDAF-12 act -1.1, SMARCA2 activ -0.2, GAA850 FXN act 4.3, hgDAF-12 ag -0.7, DAX1 inh-1 0.2, ADAM17 inh -9.4, ADAM10 inh -19.3, PG9 binder -0.1, GC-A act -1.8, DAX1 inh-2 0.8 and hcDAF12 agonist -0.6.
`COc1cccc(NC(=S)N(CCCN2CCOCC2)Cc2cn(C)c3ccccc23)c1` gave ssDAF-12 act -1.1, SMARCA2 activ -1.0, GAA850 FXN act 0.5, hgDAF-12 ag 1.0, DAX1 inh-1 0.1, ADAM17 inh -0.2, ADAM10 inh 1.9, PG9 binder -2.6, GC-A act -6.6, DAX1 inh-2 -0.6 and hcDAF12 agonist -2.4.
CCOCCCn1c(SCC(=O)Nc2ccc(NC(C)=O)cc2)nc2ccccc2c1=O was read as ssDAF-12 act -1.6, SMARCA2 activ 0.1, GAA850 FXN act -1.7, hgDAF-12 ag -0.3, DAX1 inh-1 -1.1, ADAM17 inh 2.0, ADAM10 inh 3.6, PG9 binder 0.1, GC-A act -3.4, DAX1 inh-2 -0.1 and hcDAF12 agonist -1.0.
`CC1C(=O)Nc2ccccc2N1C(=O)c1ccc(O)cc1` (stereo not given) gave ssDAF-12 act -0.9, SMARCA2 activ -0.3, GAA850 FXN act 1.3, hgDAF-12 ag 0.7, DAX1 inh-1 1.4, ADAM17 inh -5.3, ADAM10 inh -4.2, PG9 binder -1.2, GC-A act -2.5, DAX1 inh-2 0.0 and hcDAF12 agonist -3.2.
Screening Cc1ccccc1NC(=O)CNc1ccccc1N1CCCCC1 returned ssDAF-12 act -1.1, SMARCA2 activ -2.3, GAA850 FXN act 2.5, hgDAF-12 ag -3.1, DAX1 inh-1 -0.2, ADAM17 inh 2.9, ADAM10 inh 6.4, PG9 binder 1.5, GC-A act 0.3, DAX1 inh-2 0.1 and hcDAF12 agonist -1.1.
Screening C#CCCC(=O)O[C@H]1CCC[C@@]2(C(=O)N(Cc3ccccc3)c3ccccc32)[C@H]1NC(=O)CCc1ccccc1 returned ssDAF-12 act -0.5, SMARCA2 activ -2.8, hgDAF-12 ag -2.0, ADAM17 inh 4.7, ADAM10 inh 16.8, GC-A act -4.4, DAX1 inh-2 -0.3 and hcDAF12 agonist -2.7.
Screening O=C(CN1C(=O)C(=O)c2ccccc21)NC1CCCCC1 returned ssDAF-12 act -1.2, SMARCA2 activ -0.9, GAA850 FXN act 1.6, hgDAF-12 ag 2.5, DAX1 inh-1 -1.4, ADAM17 inh -2.5, ADAM10 inh -4.1, PG9 binder -2.8, GC-A act -4.9, DAX1 inh-2 -0.2 and hcDAF12 agonist -1.3.
CSc1ccccc1C(=O)Nc1ccc2c(c1)OCCO2 was read as ssDAF-12 act -0.9, SMARCA2 activ 2.4, GAA850 FXN act -1.4, hgDAF-12 ag 3.0, DAX1 inh-1 0.2, ADAM17 inh -6.7, ADAM10 inh -1.7, PG9 binder 1.6, GC-A act -0.6, DAX1 inh-2 0.6 and hcDAF12 agonist -0.1.
For CN1CCN(/N=C2/C(=O)Nc3ccc([N+](=O)[O-])cc32)CC1 the results were ssDAF-12 act -1.0, SMARCA2 activ -4.3, GAA850 FXN act 1.2, hgDAF-12 ag -0.3, DAX1 inh-1 -1.0, ADAM17 inh -2.4, ADAM10 inh -13.2, PG9 binder -4.8, GC-A act 2.2, DAX1 inh-2 -0.9 and hcDAF12 agonist -1.5.
For Cn1cnnc1SCC(=O)NC1CC1 the results were ssDAF-12 act -0.7, SMARCA2 activ -0.6, GAA850 FXN act 0.5, hgDAF-12 ag -1.0, DAX1 inh-1 -0.9, ADAM17 inh -2.8, ADAM10 inh 0.1, PG9 binder -1.9, GC-A act 5.2, DAX1 inh-2 -0.4 and hcDAF12 agonist 1.2.
Screening CCN(Cc1ccccc1)C(=O)c1ccc(C)c(S(=O)(=O)N2CCCCC2)c1 returned ssDAF-12 act -1.3, SMARCA2 activ -0.3, GAA850 FXN act 0.9, hgDAF-12 ag -1.8, DAX1 inh-1 -0.7, ADAM17 inh -0.9, ADAM10 inh -4.4, PG9 binder -3.0, GC-A act -0.3, DAX1 inh-2 -1.4 and hcDAF12 agonist 0.1.
Screening CN(CC(=O)NCCc1ccc(S(N)(=O)=O)cc1)S(=O)(=O)/C=C/c1ccccc1 returned ssDAF-12 act -0.8, SMARCA2 activ -1.4, GAA850 FXN act -0.4, hgDAF-12 ag -1.2, DAX1 inh-1 3.4, ADAM17 inh -3.0, ADAM10 inh -1.4, PG9 binder -3.4, GC-A act 1.1, DAX1 inh-2 -0.2 and hcDAF12 agonist 0.8.
Nc1n[nH]c(N)c1N=Nc1ccc(Cl)cc1 was read as ssDAF-12 act -1.5, SMARCA2 activ -2.0, GAA850 FXN act 8.7*, hgDAF-12 ag 13.2*, DAX1 inh-1 -1.5, ADAM17 inh 10.5*, ADAM10 inh 16.6, PG9 binder -1.3, GC-A act 1.0, DAX1 inh-2 0.4 and hcDAF12 agonist 1.9.
Screening O=[N+]([O-])c1cccc(-c2cc(C(F)(F)F)n3nc(-c4ccccc4)cc3n2)c1 returned ssDAF-12 act -2.3, SMARCA2 activ -0.6, GAA850 FXN act -1.1, hgDAF-12 ag 1.4, DAX1 inh-1 1.7, ADAM17 inh -3.6, ADAM10 inh 5.2, PG9 binder -1.7, GC-A act 6.8, DAX1 inh-2 -0.2 and hcDAF12 agonist -0.6.
For COC(=O)c1cc(NC(=O)NC2CCCCN(Cc3cccc(Cl)c3)C2=O)cc(C(=O)OC)c1 (stereo not given) the results were ssDAF-12 act -1.0, SMARCA2 activ -2.2, hgDAF-12 ag 3.5, ADAM17 inh -0.6, ADAM10 inh -6.6, GC-A act -11.3, DAX1 inh-2 0.8 and hcDAF12 agonist -0.1.
For O=C(NC1CCCCC1)[C@@H]1CSC2c3ccccc3C(=O)N21 (stereo not given in full) the results were ssDAF-12 act -1.4, SMARCA2 activ -0.4, GAA850 FXN act -0.9, hgDAF-12 ag 0.6, DAX1 inh-1 -0.2, ADAM17 inh -0.7, ADAM10 inh -2.7, PG9 binder -1.2, GC-A act 1.1, DAX1 inh-2 0.4 and hcDAF12 agonist -2.1.
`Cn1nc(CC(=O)Nc2ncc(Br)s2)c2ccccc2c1=O` gave ssDAF-12 act -1.2, SMARCA2 activ 0.3, GAA850 FXN act -0.9, hgDAF-12 ag -2.6, DAX1 inh-1 -2.7, ADAM17 inh -3.4, ADAM10 inh -3.1, PG9 binder 5.1, GC-A act 6.2, DAX1 inh-2 -0.3 and hcDAF12 agonist -0.5.
`O=C(O)CSc1nccn1-c1cccc(Cl)c1` gave ssDAF-12 act -0.7, SMARCA2 activ -0.1, GAA850 FXN act -0.3, hgDAF-12 ag -2.1, DAX1 inh-1 0.7, ADAM17 inh 2.2, ADAM10 inh -4.9, PG9 binder -1.6, GC-A act 1.0, DAX1 inh-2 0.7 and hcDAF12 agonist 0.5.

Rows were taken by chance; overall some 6.8% were active at least once.
